TRb-SRC2 inh: qHTS for Inhibitors of the Interaction of Thyroid Hormone Receptor and Steroid Receptor Coregulator 2; Thyroid hormone receptor beta (Homo sapiens), P10828; TRbeta-SRC2 peptide binding, fluorescence polarization; receptor liganded with 1 µM T3; Potency, µM (highest dose often 106 µM), for inactives: at the top dose activity change, negative = inhibition, usual class: inhibitors; actives 0.065% (n = 280,000); AID 1469, 2008;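 further: plate controls were bound peptide for no effect and peptide without receptor for full effect; nearly all actives have a fitted effect of over 50% in size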
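Assay buffer: 20 mM Tris-HCl, 100 mM NaCl, 10% glycerol, 1 mM EDTA, 0.01% NP-40, 1 mM DTT, 1 uM T3, 5% DMSO; TRb LBD 0.6 uM, Texas Red SRC2 20 nM; FP after 5 hr.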
TR SRC2 fluor cs: Total Fluorescence Counterscreen for Inhibitors of the Interaction of Thyroid Hormone Receptor and Steroid Receptor Coregulator 2. actives 0.29% (n = 280,000). TRb/SRC2 Texas Red total fluorescence interference. Potency, µM (highest dose often 106 µM), inactives show at the highest dose fluorescence change, negative = quenching; active means well fitted curve in either direction with a large enough effect; inconclusive means small, poorly fitted or top-dose-only effect; further: on the % scale 0 is the no-effect control and ±100 the full control effect
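Flags fluorescent or light-absorbing compounds by total fluorescence, S + 2P, at 555 nm excitation and 632 nm emission. Mixture: 20 nM Texas Red SRC2 peptide, 0.6 uM human TRb LBD, 1 uM T3, 5% DMSO; compound exposure 5 h at ambient temperature.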
RECQ1 helicase: qHTS Assay for Inhibitors of RecQ-Like Dna Helicase 1 (RECQ1); actives 0.54% (n = 240,000); ATP-dependent DNA helicase Q1 (Homo sapiens), P46063; Potency, µM (doses to about 57.3 µM), without a hit: top-dose activity, negative = inhibition, usual class: inhibitors; RECQ1 DNA unwinding, red fluorescence kinetic read;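 further: plate controls were vehicle for no effect and no enzyme for full effect; nearly all actives have a fitted effect of over 30% in size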
Target sequence (P46063 whole entry, looked up): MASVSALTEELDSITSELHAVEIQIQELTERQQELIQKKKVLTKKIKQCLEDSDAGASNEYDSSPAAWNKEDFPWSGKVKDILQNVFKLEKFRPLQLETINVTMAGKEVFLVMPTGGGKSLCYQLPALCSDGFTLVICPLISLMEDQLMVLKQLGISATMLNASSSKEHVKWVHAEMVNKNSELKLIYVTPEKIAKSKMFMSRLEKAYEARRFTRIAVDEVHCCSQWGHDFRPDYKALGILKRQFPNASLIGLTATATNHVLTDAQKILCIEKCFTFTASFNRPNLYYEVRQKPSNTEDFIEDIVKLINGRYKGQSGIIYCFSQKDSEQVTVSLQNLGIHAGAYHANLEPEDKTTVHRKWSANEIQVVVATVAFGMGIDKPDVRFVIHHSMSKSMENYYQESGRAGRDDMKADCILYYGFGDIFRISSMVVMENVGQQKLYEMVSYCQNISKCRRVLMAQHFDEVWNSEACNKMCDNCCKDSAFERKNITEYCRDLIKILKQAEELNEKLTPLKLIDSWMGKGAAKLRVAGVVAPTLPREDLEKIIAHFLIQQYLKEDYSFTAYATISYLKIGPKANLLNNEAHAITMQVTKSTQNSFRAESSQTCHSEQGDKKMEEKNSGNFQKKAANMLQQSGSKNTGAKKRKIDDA
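50 nM RECQ1T1 preincubated 15 min with compound in Tris pH 8.0 buffer with MgCl2, DTT, Tween-20 and 2.5 ug/ml poly(dI-dC); started with 200 nM TAMRA/BHQ-2 forked duplex and 2 mM ATP. Unwinding read as fluorescence (525/598 nm), two reads 2 h apart.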
Tau FP inhib: qHTS for Inhibitors of Tau Fibril Formation, Fluorescence Polarization; Microtubule-associated protein tau (Homo sapiens), P10636; K18 P301L tau heparin fibrillization, Alexa594 FP, 6 h; Potency, µM (top dose mostly 57.7 µM), for inactives: at the highest dose activity, negative = inhibition, most hits filed as inhibitors; actives 0.39% (n = 280,000); further: on the % scale 0 is the no-effect control and ±100 the full control effect; nearly all actives have a fitted effect of over 55% in size
Target sequence (P10636 561-689 P618L limits assumed): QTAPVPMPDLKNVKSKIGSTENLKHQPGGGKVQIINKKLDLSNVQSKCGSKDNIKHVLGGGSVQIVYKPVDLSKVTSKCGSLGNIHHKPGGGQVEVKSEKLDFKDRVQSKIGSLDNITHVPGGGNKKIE
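Human K18 P301L fragment (15 uM unlabeled plus 0.24 uM Alexa 594-labeled) in 100 mM sodium acetate pH 7 with compound, aggregation induced by 20 uM heparin for 6 hr at 37 C. ThT (30 uM) added for 1 hr, then Alexa 594 FP read.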
L3MBTL1 block: qHTS Assay for the Inhibitors of L3MBTL1; Lethal(3)malignant brain tumor-like protein 1 (Homo sapiens), Q9Y468; AlphaScreen L3MBTL1–H3K9me1 peptide binding; Potency, µM (highest dose often 57.1 µM), for inactives: top-dose activity, negative = inhibition, actives largely listed as inhibitors; actives 0.66% (n = 230,000); further: on the % scale 0 is the no-effect control and ±100 the full control effect; nearly all actives have a fitted effect of over 60% in size
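Displacement of a biotinylated histone H3(1-15) peptide monomethylated at Lys9 (75 nM) from L3MBTL1 (50 nM) was measured by AlphaScreen after a 30 min room-temperature compound incubation; cefsulodin titration served as intraplate control.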
HTT ATP protect: qHTS Multiplex Assay to Identify Dual Action Probes in a Cell Model of Huntington: Cytoprotection (ATP). PC12 HTT-Q103 induced, cytoprotection, ATP luminescence, 40 h. Potency, µM (highest dose often 56.4 µM), for the others: cytoprotection (ATP increase), usual class: activators. actives 0.14% (n = 230,000);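 further: % of control where 0% means no effect; nearly all actives have a fitted effect of over 45% in size; toxic huntingtin expression switched on by the ecdysone agonist tebufenozide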
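Compounds were screened for protection of PC12 cells against cell death after tebufenozide induction (100 nM final) of mutant Huntingtin exon 1 (Q103) fused to GFP.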
Tau ThT inhib: qHTS for Inhibitors of Tau Fibril Formation, Thioflavin T Binding | recombinant tau K18 P301L, heparin-induced fibrillization, ThT fluorescence | Microtubule-associated protein tau (Homo sapiens), P10636 | actives 2.1% (n = 270,000) | Potency, µM (doses to about 57.4 µM), inactives show at the highest dose activity, negative = inhibition, most hits filed as inhibitors; further: on the % scale 0 is the no-effect control and ±100 the full control effect; nearly all actives have a fitted effect of over 55% in size
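Aggregation was driven by heparin (20 uM final) acting on recombinant tau […] bearing P301L in 100 mM sodium acetate pH 7; fibrils were detected with Thioflavin T.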
Tau fluor cs: Counterscreen qHTS for Inhibitors of Tau Fibril Formation, Fluorescence Polarization | tau K18 P301L (four-repeat tau fragment) Alexa594 fluorescence, heparin fibrillization | Potency, µM (top dose mostly 57.7 µM), inactives show at the top dose activity change, negative = decrease | actives 0.93% (n = 280,000) | AID 1463, 2008; further: on the % scale 0 is the no-effect control and ±100 the full control effect; nearly all actives have a fitted effect of over 55% in size
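Human K18 P301L tau (15 uM unlabeled plus 0.24 uM Alexa 594-labeled, final) in 100 mM sodium acetate pH 7 was mixed with compound and 20 uM heparin and incubated 6 hr at 37 C.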
The depositor's hits bear a star; i = inactive; ? = inconclusive; . = no result given; [ ] = remark or other dose. Unless noted, the call rests on the fitted dose curve; in most records, active means well fitted curve in the direction sought with a large enough effect; inconclusive means small, poorly fitted or top-dose-only effect, or another doubt; inactive means no such curve, though single readings can be large; an effect the other way counts as inactive or inconclusive. Potency means the concentration at half of the fitted maximal effect.

SMILES | TRb-SRC2 inh | TR SRC2 fluor cs | RECQ1 helicase | Tau FP inhib | L3MBTL1 block | HTT ATP protect | Tau ThT inhib | Tau fluor cs
CCCn1c(=O)c(C(=O)Nc2nnc(CC)s2)c(O)c2ccccc21 | -6% | 3% | i | -5% | -3% | 1%[10 µM] | 2% | 1%
COc1ccc(C(C)=O)cc1CSc1nc2ccccc2c(=O)n1-c1ccccc1C | -4% | -4% | -19% | 3% | -1% | . | -5% | -20%
Nc1ccc(O)c(-c2nc3ccccc3s2)c1 | -3% | ? | -5% | ? | ? | -20% | 10µM* | ?
C/C(=N\O)C1/C(=N/O)CC2C1C2(C)C (stereo unspecified) | 4% | -4% | i | -2% | 3% | -45%[inhibitor] | -3% | 0%
CCN(CC)CCCNc1nc(CN2CCOCC2)nc2sc3c(c12)CCC3 | 9% | 0% | 0% | 0% | . | -20% | -6% | -2%
COc1cccc(CNc2ccc3c(c2)ncn3C(C)C)c1OC | 3% | -4% | -16% | -8% | -12% | -37% | ? | -17%
COc1ccccc1CCNC(=O)c1nc(-c2cccs2)no1 | -8% | -2% | 2% | -7% | 6% | . | -9% | -12%
Clc1ccc(-n2ncc3c(NCc4ccccn4)ncnc32)cc1 | 3% | -1% | 4% | ? | -7% | -40%[inhibitor] | -9% | ?
O=C(NC1CCCCCCC1)C1CCCN(S(=O)(=O)c2cnc[nH]2)C1 (stereo unspecified) | -5% | -2% | -8% | -8% | . | -8% | -5% | -7%
CC(C)NC(=O)c1ccccc1NC(=O)Cc1ccc(Br)cc1 | 4% | -3% | i | 2% | -1% | . | 8% | 0%
CC(=O)c1ccc(N2CCN(S(=O)(=O)c3ccc4[nH]c5c(c4c3)CCCCC5)CC2)cc1 | 6% | -1% | . | -7% | . | . | -13% | ?
CC(C)(C)NC(=O)Cn1nnc(-c2ccccc2Cl)n1 | -25% | -1% | -7% | 8% | 31%[activator] | 6% | 11% | 10%
Cc1ccccc1NS(=O)(=O)c1ccc(NC(=O)c2ccco2)cc1 | -1% | 1% | -4% | -4% | -7% | -9%[10 µM] | -15% | -18%
COc1cccc(CNC(=O)CSc2ccc(-c3ccccn3)nn2)c1 | 1% | -3% | -1% | -6% | . | -27% | -8% | -10%
C/C(=N\O)c1ccc2[nH]ccc2c1 | 4% | 1% | 12% | 4% | 2% | 9% | ? | -8%
Cc1ccc(-c2nnc(N3CCCCC3)c3ccccc23)cc1 | -2% | -3% | -7% | 4% | -12% | -3%[10 µM] | -11% | 2%
O=C1c2ccccc2NC(c2ccccc2)N1NS(=O)(=O)c1ccccc1 (stereo unspecified) | 2% | -1% | -8% | 0% | . | -25% | 1% | -6%
Cc1ccc(C)c(N2CCN(c3nc4ccc(C(=O)c5ccccc5)cc4n4cnnc34)CC2)c1 | 2% | 1% | . | 5% | . | . | -2% | -19%
CC1=C(c2ccc(Cl)cc2)S(=O)(=O)N=C1N1CCN(c2cc(C)ccc2C)CC1 | -6% | 0% | . | 1% | . | . | -7% | -4%
O=c1c2cn[nH]c2nc(SCc2ccccc2F)n1-c1ccc(Br)cc1 | -5% | -4% | -4% | -9% | -9% | . | ? | ?
c1csc(C2=Nn3c(nnc3-c3ccncc3)SC2)c1 | -6% | -12% | i | -9% | 37%[activator] | 25µM* | ? | -15%
CC(C)(C)c1cc(CCC(=O)N2CCNCC2)c(C(C)(C)C)cc1O | -4% | 2% | -13% | -5% | -6% | 10%[1.9 µM] | 1% | 4%
CCCN1CCC(=NNC(=O)CSc2cc(C)c(Br)cc2C)CC1 | -14% | -70% | -8% | 8% | 1% | 5%[1.9 µM] | 2% | 0%
O=C(COc1ccccc1[N+](=O)[O-])N1CCC(c2nc3ccccc3o2)CC1 | 2% | 4% | . | 0% | . | . | -7% | -15%
CCOC(=O)c1c(C)nc2ccc(C)cn12 | -7% | -1% | 0% | -6% | . | 1% | -2% | 1%
Cn1c(SCC(=O)N/N=C/c2ccccn2)nnc1-c1ccccc1 | -6% | 0% | -11% | 1% | 20% | 17%[10 µM] | -17% | -8%
CSc1nc(NC(C)(C)C)nc(N2CCOCC2)n1 | -1% | -5% | 0% | -2% | -5% | -19% | -1% | 3%
O=C(NCCOc1ccccc1Cl)C(=O)NCCOc1ccccc1Cl | -6% | -7% | -2% | -3% | 7% | . | -1% | -7%
O=C(C[n+]1ccc2ccccc2c1)c1ccccc1 | 10% | -1% | i | -2% | -2% | 3%[10 µM] | -10% | -7%
C/C(=N\OCC(=O)Nn1c(=O)[nH]c2ccccc2c1=O)c1ccccc1 | 1% | -1% | -9% | 5% | 40%[activator] | 0%[10 µM] | -11% | -15%
C=CCSc1nc(O)c(CC)c(=O)n1C(C)CC (stereo unspecified) | -6% | 2% | -3% | 4% | -4% | -11%[10 µM] | -15% | 0%
CCCCNC(=O)OCC(CC)NC(=O)OC(C)C (stereo unspecified) | -5% | -7% | i | -7% | 1% | -13% | 0% | 0%
Cc1cccc(C)c1NC(=O)c1oc2c(c1C)-c1nn(Cc3ccccc3)cc1CC2 | 2% | -14% | . | -14% | . | . | 7% | -20%
CCOC(=O)C1CCCN(Cc2ccccc2Cl)C1 (stereo unspecified) | 1% | -5% | -2% | -2% | . | -5% | -8% | -12%
CC1CN(C(=O)N2CCC(C(=O)NCCCc3ccccc3)CC2)c2ccccc2O1 (stereo unspecified) | -3% | -1% | . | ? | . | . | -11% | -14%
CCOC(=O)C1CCN(C(=O)c2cccc(C(=O)N3CCC(C(=O)OCC)CC3)c2)CC1 | 9% | 0% | -1% | -2% | 2% | -16% | -4% | 3%
C=CCNC(=S)/N=c1/ccccn1CC | 2% | 1% | 1% | -5% | 8% | 6%[10 µM] | -6% | -3%
COc1ccccc1N1CCN(c2ncnc3c2nnn3C)CC1 | 5% | -1% | . | -5% | . | . | -16% | -9%
Cc1ccc(SCc2nc(N)nc(Nc3ccccc3C)n2)cc1C | 13% | 1% | -19% | 1% | -12% | ? | -9% | ?
Cc1cc(=O)n(CC=C(Cl)Cl)c2ccccc12 | 5% | -1% | 14% | -2% | 2% | -19% | -9% | -4%
Cc1cc(Cl)c(S(=O)(=O)N2CCCC2)cc1OCC(N)=O | 8% | 1% | 1% | -6% | . | -4% | 6% | -1%
CC(=O)/C(N=Nc1ccc(SC(F)F)cc1)=C(\C)O | 1% | -1% | -2% | 2% | . | -34%[inhibitor] | ? | -12%
COc1cccc(N2CCN(C(=O)c3cccc(NC(=O)c4nsc5ccccc45)c3)CC2)c1 | -2% | -2% | . | 10% | . | . | -17% | ?
CC1=C(C#N)CCC(=O)N1Cc1c(F)cccc1Cl | 0% | -2% | 2% | 2% | 10% | 2% | 7% | 9%

Some of the compounds tested. The share of hits here may be higher or lower than overall.
